# POLB inh – qHTS Assay for Inhibitors of DNA Polymerase Beta. Pol beta primer extension/strand displacement, fluorescence kinetic. Potency, µM (highest dose often 114 µM), for the others: at the top dose activity change, negative = inhibition, actives largely listed as inhibitors. AID 485314, 2010. 340,000 compounds, 1.3% hits; also: potency is read from the fitted curve at half-maximal effect; % is scaled to controls: 0 for no effect and ±100 for the full control effect
#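 Enzyme-only controls used 10 nM Pol beta; buffer lacking enzyme served as negative control. Compound preincubated 15 min, then 50 nM substrate added; 0 and 10 min reads at room temperature.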
# POLH inh – qHTS for Inhibitors of Polymerase Eta; DNA polymerase eta (Homo sapiens), Q9Y253; recombinant Pol eta, fluorescent DNA replication assay; Potency, µM (titrated, usually from 114 µM), for inactives: at the top dose activity change, negative = inhibition, hits mostly inhibitors; 390,000 compounds, 1.2% hits; also: potency is read from the fitted curve at half-maximal effect; % is scaled to controls: 0 for no effect and ±100 for the full control effect
#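 Pol eta (10 nM) was preincubated with compounds for 15 min at room temperature, after which fluorescent replication substrate (50 nM final) was added to start the reaction. Fluorescence was read kinetically at 0 and 10 min.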
# Tb PGK inh – qHTS Assay to Find Inhibitors of Phosphoglycerate Kinase | Phosphoglycerate kinase, glycosomal (Trypanosoma brucei brucei), P07378 | PGK/GAPDH coupled, Kinase-Glo luminescence, 60 min | Potency, µM (titrated, usually from 57.5 µM), for the others: at the top dose activity change, negative = inhibition, hits mostly inhibitors | 380,000 compounds, 0.043% hits | AID 602233, 2012; also: potency is read from the fitted curve at half-maximal effect; % is scaled to controls: 0 for no effect and ±100 for the full control effect; nearly all actives have a fitted effect of over 60% in size
#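 Recombinant glycosomal PGK reaction used 1,3-bisphosphoglycerate generated in-well by GAPDH (100nM final) in 100mM TEA pH 7.6, 5mM MgCl2, 0.01% Tween-20. After 60 minutes at room temperature, ATP was read by Kinase-Glo Plus luminescence end-point.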
# RXFP1 antag – qHTS Assay for Antagonists of the Relaxin Receptor RXFP1. Relaxin receptor 1 (Homo sapiens), Q9HBX9. HEK293-RXFP1, relaxin-stimulated cAMP HTRF, 30 min; hits give low values. activity change, negative = inhibition, % at 57.5 µM. 350,000 compounds, 0.59% hits;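 active = activity change of -60% or lower, but not beyond a set lower limit; inconclusive = change between -60% and -40%, or beyond the set limit; inactive = change above -40%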; also: % is scaled to controls: 0 for no effect and ±100 for the full control effect
# BLM inh – qHTS Assay for Inhibitors of Bloom's syndrome helicase (BLM); recombinant BLM DNA unwinding, fluorescence dequenching; Potency, µM (top dose mostly 56.1 µM), for the others: top-dose activity change, negative = inhibition, usual class: inhibitors; 350,000 compounds, 0.2% hits; AID 2528, 2010;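 also: potency is read from the fitted curve at half-maximal effect; plate controls were vehicle for no effect and no enzyme for full effect; nearly all actives have a fitted effect of over 35% in size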
# Anesthetic bind – qHTS Assay for Identification of Novel General Anesthetics | Ferritin light chain (Equus caballus), P02791 | apoferritin/1-aminoanthracene competitive binding, fluorescence | Potency, µM (doses to about 77.5 µM), for the others: at the top dose activity change, negative = displacement, actives largely listed as inhibitors | 350,000 compounds, 0.074% hits; also: potency is read from the fitted curve at half-maximal effect; % is scaled to controls: 0 for no effect and ±100 for the full control effect; nearly all actives have a fitted effect of over 20% in size
# Target sequence (P02791 2-175 limits assumed): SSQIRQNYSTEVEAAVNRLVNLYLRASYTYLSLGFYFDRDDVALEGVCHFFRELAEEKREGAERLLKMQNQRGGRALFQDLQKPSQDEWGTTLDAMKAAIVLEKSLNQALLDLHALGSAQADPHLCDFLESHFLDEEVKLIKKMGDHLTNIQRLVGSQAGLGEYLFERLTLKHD
#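 Horse-spleen apoferritin (10 uM) was mixed with 50% saturated 1-aminoanthracene in PBS, exposed to compounds for 10 min at room temperature, and read for fluorescence (ex 380 nm, em 535 nm). Competitive displacement was fitted with a four-parameter Hill equation.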
# POLI inh – qHTS for Inhibitors of Polymerase Iota | DNA polymerase iota (Homo sapiens), Q9UNA4 | Pol iota fluorescent replication assay, 10 min | Potency, µM (doses to about 115 µM), inactives show at the top dose activity, negative = inhibition, actives largely listed as inhibitors | 390,000 compounds, 1% hits | AID 588590, 2011; also: potency is read from the fitted curve at half-maximal effect
#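 Fluorescent replication assay read twice, at 0 min and 10 min after adding 50 nM (final) substrate. Enzyme (10 nM) and compounds were first incubated 15 min at room temperature; enzyme-free buffer wells were negative controls.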
# APE1 inh – qHTS Assay for Inhibitors of the Human Apurinic/apyrimidinic Endonuclease 1 (APE1). Potency, µM (highest dose often 65.8 µM), for inactives: at the top dose activity change, negative = inhibition, most hits filed as inhibitors. 350,000 compounds, 0.35% hits. recombinant APE1, TAMRA/BHQ-2 abasic DNA cleavage fluorescence. AID 2517, 2012. DNA repair nuclease/redox regulator APEX1 (Homo sapiens), P27695;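 also: potency is read from the fitted curve at half-maximal effect; plate controls were vehicle for no effect and reference inhibitor for full effect; nearly all actives have a fitted effect of over 55% in size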
#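 Substrate: short duplex with […] THF abasic site, 5'-TAMRA and 3'-BHQ-2, 50 nM final. APE1 at 0.75 nM, preincubated 15 min RT with compound. Fluorescence increase from first to third read measured activity.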
# Pol kappa inh – qHTS for Inhibitors of Polymerase Kappa; DNA polymerase kappa (Homo sapiens), Q9UBT6; purified Pol kappa, fluorescent DNA synthesis assay, 10 min; Potency, µM (doses to about 107 µM), without a hit: top-dose activity, negative = inhibition, actives largely listed as inhibitors; 400,000 compounds, 0.53% hits; AID 588579, 2011; also: potency is read from the fitted curve at half-maximal effect; % is scaled to controls: 0 for no effect and ±100 for the full control effect
# Target sequence (Q9UBT6 whole entry, looked up): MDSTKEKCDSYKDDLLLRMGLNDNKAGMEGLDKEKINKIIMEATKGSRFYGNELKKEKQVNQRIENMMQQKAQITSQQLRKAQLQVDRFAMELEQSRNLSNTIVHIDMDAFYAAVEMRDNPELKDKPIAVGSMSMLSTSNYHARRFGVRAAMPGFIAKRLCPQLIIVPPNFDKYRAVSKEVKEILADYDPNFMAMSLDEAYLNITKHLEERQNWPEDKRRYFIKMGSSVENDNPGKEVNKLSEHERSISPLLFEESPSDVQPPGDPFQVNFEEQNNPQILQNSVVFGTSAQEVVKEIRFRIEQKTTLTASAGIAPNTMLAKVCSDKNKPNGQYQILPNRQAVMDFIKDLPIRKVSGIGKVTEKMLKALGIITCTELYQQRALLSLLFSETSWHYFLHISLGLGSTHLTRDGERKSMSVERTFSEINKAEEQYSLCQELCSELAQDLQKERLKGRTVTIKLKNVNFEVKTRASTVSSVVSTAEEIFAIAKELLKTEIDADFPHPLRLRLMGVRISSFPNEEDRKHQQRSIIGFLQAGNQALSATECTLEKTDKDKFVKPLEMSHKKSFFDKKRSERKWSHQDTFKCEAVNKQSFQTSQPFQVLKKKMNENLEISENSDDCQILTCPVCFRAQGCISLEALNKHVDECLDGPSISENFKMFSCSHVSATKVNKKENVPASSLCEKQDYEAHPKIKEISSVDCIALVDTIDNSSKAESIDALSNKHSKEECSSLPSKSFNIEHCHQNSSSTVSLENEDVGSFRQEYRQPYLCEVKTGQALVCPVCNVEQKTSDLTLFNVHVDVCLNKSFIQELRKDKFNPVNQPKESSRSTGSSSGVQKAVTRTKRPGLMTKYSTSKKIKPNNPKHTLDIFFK
#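 Readout: fluorescence, taken kinetically at 0 and 10 min. Conditions: 10 nM Pol kappa, 15 min RT compound preincubation, 50 nM substrate final. Controls: enzyme-free buffer wells.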
# The depositor's hits bear a star; i = inactive; ? = inconclusive; · = not tested or not shown; [ ] = another dose, or the depositor's remark. Unless noted, calls follow the shape of the dose curve; as a rule, active = well fitted curve in the direction sought with a large enough effect; inconclusive = small, poorly fitted or top-dose-only effect, or another doubt; inactive = no such curve, though single readings can be large; an effect the other way counts as inactive or inconclusive. Some of the compounds tested (hit frequency here may not be typical).
# Every second line gives: POLB inh, POLH inh, Tb PGK inh, RXFP1 antag, BLM inh, Anesthetic bind, POLI inh, APE1 inh, Pol kappa inh
> CCOc1ccc2nc(NC(=O)CSc3nc4cccnc4n3C)sc2c1
  -7.2%, -12.7%, -4.4%, -7.1, -4.4%, -4.2%, 55.2%[activator], -3.1%, -14.4%
> NNS(=O)(=O)c1ccc2c(c1)Cc1cc(S(=O)(=O)NN)ccc1-2
  -2.9%, -11.1%, -11.9%, -2.6, 3.1%, -16.5%, ?, 4.1%, -13.9%
> Cc1cc(C(=O)NNC(=O)c2ccc(C)s2)c(C)o1
  ·, 13.7%, -6.8%, 18.4, ·, ·, 34.8%[activator], -6.6%, 10.5%
> O=C(Cc1csc(-c2ccccc2)n1)NCc1cccs1
  -3.4%, ?, -3.6%, -12.1, -18.2%, -13.8%, 40.8%[activator], -1.0%, -1.9%
> CSc1ccc(Cl)c(C(=O)Nc2ccc(Cl)cn2)c1
  -3.2%, -34.3%, -1.4%, 2.6, -2.6%, -6.0%, -1.6%, 1.8%, 6.1%
> CCCC(=O)Nc1c2c(nn1-c1ccccc1)CSC2
  96.7%, -6.2%, 1.2%, 4.5, -0.3%, -5.3%, 1.1%, 15.8%, -10.1%
> Cc1ccc(-c2cc(C(=O)Nc3cc([N+](=O)[O-])ccc3C)no2)cc1F
  -19.9%, -7.3%, -0.2%, 4.9, -1.9%, ?, 8.9%, ·, -5.6%
> O=S(=O)(NCc1ccccc1)c1ccc2[nH]c3c(c2c1)CCCCC3
  -16.0%, -10.8%, 1.2%, -8.4, -5.1%, ?, 7.1%, ·, -3.3%
> CCN(CC)C(=O)COc1ccc(S(=O)(=O)N2CCCC2)cc1
  0.2%, -8.7%, 2.0%, -8.4, -2.0%, -5.5%, 13.0%, 6.1%, -2.4%
> O=C(c1ccco1)N1CCN(C(=O)c2ccc(-c3ccccc3Cl)o2)CC1
  ·, -9.8%, -1.8%, 4.0, ·, ·, -33.7%, -0.6%, -3.6%
> Cc1c(Br)c(C(F)(F)F)nn1CC(=O)NCCCn1ccnc1
  -5.3%, -7.1%, i, -7.6, -0.3%, -5.7%, 143.2%[activator], ?, -4.4%
> CC(C)c1ccc(NC(=O)Cn2c(=O)n(CCc3ccccc3)c(=O)c3ccccc32)cc1
  18.3%, -12.5%, -7.1%, ·, -0.1%, -5.3%, 12.1%, ·, 0.9%
> Cc1ccc(C(C[N+](=O)[O-])c2c(N)n(C)c(=O)n(C)c2=O)cc1 (stereo not given)
  1.3%, 0.5%, 1.8%, ·, -0.9%, -4.6%, 17.0%, 2.4%, -8.7%
> CC(=O)Nc1ccc(NC(=O)c2ccco2)cc1
  -4.5%, 3.8%, 8.9%, -7.9, 1.6%, -4.0%, 18.9%, -1.0%, -1.8%
> CN(CC(=O)NCc1ccco1)S(=O)(=O)c1ccc2c(c1)c(=O)n(C)c(=O)n2C
  15.9%, 0.4%, 9.9%, -3.3, 0.8%, 3.5%, 10.8%, -9.6%, -1.6%
> COc1ccc(N2CC(C)Cn3c2nc2c3c(=O)n(Cc3ccc(F)cc3)c(=O)n2C)c(OC)c1 (stereo not given)
  6.1%, -15.2%, 1.8%, -1.4, -6.0%, -13.3%, 5.3%, -9.5%, -8.7%
> O=C1CCC/C(=N\NC(=O)c2ccc(CSc3cccc4cccnc34)cc2)C1
  -15.3%, -16.7%, -4.1%, 2.3, -13.4%, -7.5%, -27.0%, 18.6%, -3.5%
> COc1ccccc1/C=C(/C(=O)OCC(=O)Nc1cc(C)ccc1C)c1ccccc1
  28.0%, -14.2%, i, -4.9, 1.6%, -22.9%, 11.3%, 15.2%, 6.3%
> C=CCc1ccccc1OCCOc1ccc([N+](=O)[O-])cc1/C=N/NC(N)=O
  -10.7%, -9.5%, i, 3.8, 0.2%, -2.1%, 52.2%[activator], 18.8%, 3.8%
> COc1cccc(CNCCSc2nnnn2C)c1
  3.8%, -10.9%, -2.7%, -4.8, 1.8%, -4.6%, -6.6%, -10.4%, -12.3%
> Cc1ccc(C(=O)NCCc2ccccc2)cc1
  9.2%, 2.6%, 0.1%, 6.1, 3.5%, -10.8%, 39.1%[activator], 14.3%, -8.4%
> O=C(NCC(c1cccnc1)N1CCc2ccccc2C1)C(=O)Nc1ccccc1F (stereo not given)
  12.0%, -24.1%, i, -21.4, -3.7%, -13.2%, 35.8%[activator], ·, 4.7%
> COc1ccc(S(=O)(=O)NCC(=O)N(CC(=O)NCC2CCCO2)c2cc(C)ccc2C)cc1 (stereo not given)
  8.6%, -8.9%, -0.3%, -9.7, 2.8%, -6.4%, 18.6%, -4.1%, 1.8%
> O=C(O)c1ccc(Cl)c(S(=O)(=O)N(Cc2ccccc2)c2ccccc2Cl)c1
  1.0%, -2.4%, 3.0%, 12.8, -4.7%, -2.0%, -27.1%, 6.8%, -17.9%
> Oc1ccccc1C=NCCCCCCN=Cc1ccccc1O
  29.0%, -15.2%, -1.7%, 8.3, -3.8%, -6.0%, 33.8%[activator], 5.2%, -6.5%
> Cc1cccnc1NC(=O)c1ccc(S(=O)(=O)N2CCC(C)CC2)cc1
  ·, -7.3%, -7.0%, 0.4, ·, ·, 18.3%, 23.6%, -9.8%
> S=c1[nH]nc(-c2ccccn2)n1/N=C/c1cccc(Cl)c1
  5.8%, -17.1%, 1.7%, -8.8, -0.4%, -2.0%, ?, -7.1%, 5.8%
> COc1ccccc1N1CCN(CC(=O)Nc2sccc2C#N)CC1
  2.9%, -3.2%, i, 14.7, -4.3%, 1.2%, 1.2%, 0.0%, -11.3%
> Cc1cc(C(=O)CCC(=O)Nc2ccc(S(N)(=O)=O)cc2)c(C)s1
  ·, -3.3%, -3.2%, 24.2, ·, ·, 9.0%, 6.9%, 1.1%
> O=C(c1ccc(Br)o1)N1CCc2ccccc21
  -0.7%, ·, ·, ·, -1.3%, -22.5%, ·, -6.5%, ·
> CCCOc1ccc(CCC(=O)N/N=C/c2ccncc2)cc1
  1.8%, ?, -3.0%, 1.7, -2.5%, -7.8%, 15.1%, 2.9%, -4.9%
> CC(C)N(C(C)C)S(=O)(=O)c1ccc(Cl)nc1
  -20.5%, -12.1%, -2.9%, -3.2, -2.2%, -10.2%, 61.5%[activator], -3.3%, -0.5%
> CSc1ccc(C(=O)C2CCCN(C(=O)CCCn3cncn3)C2)cc1 (stereo not given)
  3.8%, -5.8%, 4.8%, 2.4, 6.0%, -6.7%, -7.5%, 0.9%, -11.8%
> O=C(CN1CCN(Cc2ccccc2Cl)CC1)N/N=C/C=C\c1ccccc1[N+](=O)[O-]
  1.3%, -8.4%, ·, 5.3, -0.5%, -4.6%, 0.4%, 3.4%, -17.3%
> NCc1ccccc1COc1ccccc1
  25.8%, -19.6%, i, -3.4, 0.9%, -6.2%, -3.3%, -2.5%, -0.7%
> O=C(c1ccc2c(=O)n(-c3ccccc3)c(=O)[nH]c2c1)N1CCCCC1
  -11.6%, -9.0%, 2.9%, -21.7, -0.6%, -10.2%, 14.1%, -2.1%, -4.4%[60.1 µM]
> O=C(Nc1nc(=O)n(C(=O)C2CC2)s1)c1ccccc1
  6.8%, -7.7%, -5.2%, -5.5, -2.0%, -5.6%, ?, -2.2%, -4.4%
> Cc1ccc(-c2nn3c(=O)c(C)nnc3s2)cc1
  1.4%, -3.9%, 2.1%, -10.0, 3.4%, -1.8%, 101.1%[activator], -1.5%, -1.6%
> Cc1cccc(OCCNc2cc(N3CCOCC3)ccc2[N+](=O)[O-])c1
  ?, -5.1%, 8.1%, -9.9, -5.7%, -12.8%, -3.3%, -3.6%, 1.2%
> Cn1c(SCC(=O)Nc2cccc(F)c2)nnc1-c1cccnc1
  1.1%, -3.6%, 3.3%, ·, -0.6%, -1.2%, -4.2%, -3.0%, -8.7%
> CCc1nnc(SCC(=O)Nc2ccc(OC)c(OC)c2)c2cc3occc3n12
  4.8%, -10.9%, 2.9%, 6.0, 0.4%, -9.0%, 13.2%, ·, -8.3%
> Cc1ccc(S(=O)(=O)NCC(=O)N(CC(=O)NCC2CCCO2)c2ccc(Cl)cc2)cc1 (stereo not given)
  -0.1%, -18.5%, -1.2%, 5.9, -2.1%, -0.5%, 44.9%[activator], 30.2%, -1.3%
> COCCNC(=O)CCn1c(=O)oc2ccccc21
  16.5%, -17.9%, -8.9%, 5.5, 0.9%, -6.4%, -7.7%, -2.9%, -1.8%
> CCN(CC)C(=O)CSc1nnc(COc2cccc(C)c2)n1C
  48.8%, ·, ·, ·, 0.9%, -6.9%, ·, 17.7%, ·
> Cn1c(=O)c2c(ncn2CC(=O)Nc2ccccc2N2CCOCC2)n(C)c1=O
  20.7%, -9.0%, -8.9%, -10.7, 3.3%, -6.1%, 10.3%, -3.0%, -5.3%
> O=C(N/N=C/c1ccco1)c1cccc(N2Cc3ccccc3C2)c1
  12.6µM*, 7.94µM*, -2.1%, ·, -23.9%, -10.7%, 10µM*, ?, 35.5µM*
> CC(=O)N(Cc1nc2sc(C)c(C)c2c(=O)[nH]1)C1CCCC1
  -0.3%, -8.7%, i, -22.0, -0.5%, -3.7%, 168.6%[activator], -3.0%, 2.7%
> C[C@H](CO)N1C[C@H](C)[C@@H](CN(C)Cc2ccc(-c3ccccc3)cc2)Oc2c(NC(=O)c3ccncc3)cccc2C1=O
  ·, -19.3%, -2.4%, ·, ·, ·, 30.9%, -2.6%, -4.4%
> CCOc1ccc(C(=O)NCC(=O)NCC2CCCCC2)cc1OCC
  42.7%, -21.8%, -0.4%, 5.3, -3.5%, -10.2%, 82.9%[activator], -1.8%, -2.1%

# Screening results: PubChem, National Center for Advancing Translational Sciences (NCATS)
